TGFb inhibitor = inhibitors of TGF-b signaling | Potency, µM (series often up to 46.1 µM), for inactives: at the highest dose activity, negative = inhibition, actives largely listed as inhibitors | AID 588855 | 1.2% of 410,000 active | HepG2 CAGA-GFP TGF-b/SMAD3 reporter, GFP fluorescence, 18 h; TGF-beta stimulated, 500 pg/mL final; note: potency is the fitted concentration of half-maximal effect; % is set by controls: 0 for no effect and ±100 for the full control effect; nearly all actives have a fitted effect of over 65% in size
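HEPG2 CAGA-GFP reporter cells (1000/well, DMEM with 1% FBS) received compounds, then recombinant TGF-beta at 500 pg/mL final for 18 hours at 37 degrees C. Per-cell GFP summed per well was normalised to unstimulated and stimulated DMSO controls before curve fitting.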
pAkt inh = Akt phosphorylation inhibition | Neuro2A IGF-stimulated pAkt S473 HTRF, 20 min; active compounds read low | activity change, % for hits at 50 µM | 0.32% of 360,000 active; in the data active = activity change below about -80%; inconclusive = mostly about -51% to -80%; note: % is set by controls: 0 for no effect and ±100 for the full control effect
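Neuro2A cells (4,500/well, DMEM with 0.5% FBS) were treated with compound at a single 50 µM final concentration, stimulated with 6 nM IGF for 20 min at 37 °C, and lysed. Phospho-Akt Ser473 was read by HTRF as 665/615 ratio ×10^4.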
MmCpn inh = blocks the Methanococcus maripaludis chaperonin Mm-Cpn | Potency, µM (series often up to 76.9 µM), for the others: at the top dose activity, negative = inhibition, hits mostly inhibitors | 0.031% of 330,000 active | purified Mm-Cpn ATPase, ADP Transcreener TR-FRET; note: potency is the fitted concentration of half-maximal effect; % is set by controls: 0 for no effect and ±100 for the full control effect; nearly all actives have a fitted effect of over 80% in size
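25 nM Mm-CPN + cpd, 10 min 37°C; + 10 uM ATP, 30 min 37°C; buffer 30 mM Tris pH 7.4, 100 mM KCl, 5 mM MgCl2, 1 mM DTT; Transcreener ADP HTRF detection 30 min RT.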
Abeta rescue = compounds reversing amyloid beta toxicity in yeast | yeast expressing A-beta42, growth rescue, OD600, 48 h; response scale: 0% DMSO, 100% iron-clioquinol control | Potency, µM (top dose mostly 46.1 µM), inactives show at the highest dose growth rescue, hits mostly activators | 0.063% of 410,000 active; note: potency is the fitted concentration of half-maximal effect; nearly all actives have a fitted effect of over 55% in size
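Growth rescue measured by 600 nm absorbance after 48 h yeast culture at 30 C with compound. Values normalized between DMSO and an equimolar ferric chloride plus clioquinol control.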
Nrf2 block = Nrf2 pathway inhibition. A549 ARE-Fluc reporter, luciferase luminescence, 18-24 h. Potency, µM (titrated, usually from 46 µM), for the others: at the top dose activity change, negative = inhibition, usual class: inhibitors. 2.1% of 360,000 active; note: potency is the fitted concentration of half-maximal effect; % is set by controls: 0 for no effect and ±100 for the full control effect; nearly all actives have a fitted effect of over 60% in size
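Nrf2 activity is the BugLite luminescence, read 15 min after reagent at room temperature, following CellTiter-Fluor cytotoxicity readout (30 min, 37C). Compound titrations were applied for 18-24 h to 5000 A549 ARE_Fluc cells/well in 5% FBS OPTI-MEM.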
Nrf2 activator = activators of Nrf2 (ARE) signaling. AREc32 ARE-luciferase reporter (MCF7-derived line), luminescence, 24 h. Potency, µM (titrated, usually from 46.1 µM), inactives show top-dose activation, usual class: activators. 0.31% of 410,000 active. AID 624171; note: potency is the fitted concentration of half-maximal effect; % of control where 0% means no effect; nearly all actives have a fitted effect of over 65% in size
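ARE activation measured as luciferase luminescence (Steady-Glo, 30 min RT) in AREc32_Fluc cells after 24 hr compound exposure at 37 deg C, 5% CO2; cells seeded overnight at 1000/well in OPTI-MEM, 5% FBS.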
CCT modulator = changes cytosolic chaperonin activity | AID 651819 | 0.3% of 360,000 active | activity change, % (test concentration not listed), hits read low | purified chaperonin ATPase assay, HTRF ADP detection, 30 min; in the data active = activity change below about -30%; note: % is set by controls: 0 for no effect and ±100 for the full control effect
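ATPase activity: ADP formed was measured by HTRF Transcreener (665/615 nm ratio) after 30 min at 37 deg C with 10 uM ATP. Compounds screened at one 76 uM concentration against 40 or 20 nM TRiC in Tris pH 7.4/KCl/MgCl2/DTT buffer.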
HepG2 viability = kills HepG2 cells in TGF-b inhibitor counter-screen | HepG2 CAGA-GFP viability, ATP luminescence, 18 h | 0.76% of 410,000 active | Potency, µM (series often up to 46.1 µM), without a hit: at the top dose activity change, negative = cytotoxicity, most hits filed as cytotoxic; note: potency is the fitted concentration of half-maximal effect; some results filed as inactive show a strong effect at the top dose
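CellTiter-Glo luminescence gave cytotoxicity after 18 hours at 37 degrees C. The cells were HepG2 CAGA-GFP in 1% FBS DMEM, stimulated with 500 pg/mL TGF-beta after compound addition. %Activity was normalised to no-cell wells (complete cell-killing) and DMSO (no toxicity), and curves were fitted and classified.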
A549 viability = counter-screen for Nrf2 inhibitors: cytotoxicity in A549 cells; A549 ARE-Fluc cells, CellTiter-Fluor viability, 18-24 h; Potency, µM (doses to about 46 µM), inactives show at the highest dose activity change, negative = cytotoxicity, hits mostly inhibitors; 0.16% of 390,000 active; note: potency is the fitted concentration of half-maximal effect; % is set by controls: 0 for no effect and ±100 for the full control effect
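A549 ARE_Fluc cells in 5% FBS OPTI-MEM were exposed to compounds in concentration-response for 18-24 h at 37 deg C. Viability was read by CellTiter-Fluor fluorescence (Ex 405/Em 525) after 30 min, before the luciferase read.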
* marks the source's active call; other numbers are inactive results; [ ] = another dose, or the depositor's remark. Unless noted, calls come from the whole dose curve; as a rule, active = well fitted curve in the direction sought with a large enough effect; inconclusive = small, poorly fitted or top-dose-only effect, or another doubt; inactive = no such curve, though single readings can be large; an effect the other way counts as inactive or inconclusive.

What do the screens show for `C/C(CC(=O)Nc1ccc(N(C)C)cc1)=N\NC(=O)c1ccc(Cl)cc1Cl`?
TGFb inhibitor: inconclusive; pAkt inh: inactive; MmCpn inh: 0%; Abeta rescue: -20%; Nrf2 block: 4%; Nrf2 activator: 5.8%; CCT modulator: 0.1; HepG2 viability: -2%; A549 viability: 1%

How did Cc1[nH]c2ccccc2c1C(=O)C(=O)Nc1ccc2c(c1)OCCO2 do in these assays?
TGFb inhibitor: 6%; pAkt inh: inactive; MmCpn inh: 1%; Abeta rescue: -19%; Nrf2 block: 24%; Nrf2 activator: 0.5%; CCT modulator: -0.4; HepG2 viability: 5%; A549 viability: -7%

How did O=C1c2ccccc2N2C(=O)c3ccccc3[C@H]2N1c1ccccc1 do in these assays?
TGFb inhibitor: 4%; pAkt inh: inactive; MmCpn inh: 0%; Abeta rescue: 4%[9.22 µM]; Nrf2 activator: -1.0%; CCT modulator: -0.6; HepG2 viability: 1%; A549 viability: -12%

Results for O=C1C=CN(C2OC(CO)C(O)C2O)C(=O)C1 (stereo not given) ?
TGFb inhibitor: -4%; pAkt inh: inactive; Abeta rescue: 1%; Nrf2 activator: -3.4%; CCT modulator: -11; HepG2 viability: 6%

How did CSc1cccc(NC(=O)C2CCN(S(=O)(=O)c3cnc[nH]3)CC2)c1 do in these assays?
TGFb inhibitor: -18%; pAkt inh: inactive; MmCpn inh: 0%; Abeta rescue: 3%; Nrf2 block: -20%; Nrf2 activator: -0.4%; CCT modulator: -1.5; HepG2 viability: -4%; A549 viability: -6%

What do the screens show for `O=C(Nc1cccc(-c2nc3ncccc3o2)c1)c1cc2ccccc2o1`?
TGFb inhibitor: -16%; pAkt inh: inactive; MmCpn inh: 1%; Abeta rescue: -20%; Nrf2 block: inconclusive; Nrf2 activator: -0.3%; CCT modulator: 0.6; HepG2 viability: 4%; A549 viability: -8%

How did O=C(CN(C(=O)c1csnn1)c1ccccc1F)NC1CCCCC1 do in these assays?
TGFb inhibitor: 5%; pAkt inh: inactive; MmCpn inh: 1%; Abeta rescue: -8%; Nrf2 block: 7%; Nrf2 activator: 0.0%; CCT modulator: 1.7; HepG2 viability: -9%; A549 viability: 1%

Results for O=C(Nc1ccc(Cl)cc1)C1Cc2c(-c3ccccc3Oc3ccccc3)ccnc2O1 (stereo not given) ?
TGFb inhibitor: inconclusive; pAkt inh: inactive; Abeta rescue: -15%; Nrf2 activator: -1.0%; CCT modulator: -3.7; HepG2 viability: -49%

What do the screens show for `O=C(O)CC(NC(=O)C12CC3CC(CC(C3)C1)C2)c1cccc([N+](=O)[O-])c1` (stereo not given)?
TGFb inhibitor: 20%; pAkt inh: inactive; MmCpn inh: 1%; Abeta rescue: 5%; Nrf2 block: 0%; Nrf2 activator: -0.4%; CCT modulator: -0.2; HepG2 viability: 9%; A549 viability: 0%

Results for O=S(=O)(/N=C(/Nc1cccnc1Cl)c1ccccc1)c1ccccc1 ?
TGFb inhibitor: 2%; pAkt inh: inactive; MmCpn inh: 0%; Abeta rescue: 15%; Nrf2 block: 0%; Nrf2 activator: -1.2%; CCT modulator: 1.8; HepG2 viability: 6%; A549 viability: 1%

How did CC1Cc2ccccc2N1C(=O)Cn1c(=O)oc2cc(S(=O)(=O)NC3CCCC3)ccc21 (stereo not given) do in these assays?
TGFb inhibitor: -19%; pAkt inh: inactive; MmCpn inh: 0%; Abeta rescue: 1%; Nrf2 block: inconclusive; Nrf2 activator: 3.7%; CCT modulator: 0.8; HepG2 viability: -15%; A549 viability: -2%

How did CCOc1cc(S(=O)(=O)N2CCN(c3ccc(F)cc3)CC2)c(OCC)cc1-n1cnnn1 do in these assays?
TGFb inhibitor: 0%; pAkt inh: inactive; MmCpn inh: 1%; Abeta rescue: 0%; Nrf2 block: 1%; Nrf2 activator: 0.1%; CCT modulator: 0.6; HepG2 viability: -17%; A549 viability: 8%

What do the screens show for `COc1ccc(F)c(CN2CCCC(CNS(=O)(=O)c3cccc4cccnc34)C2)c1` (stereo not given)?
TGFb inhibitor: -4%; pAkt inh: inactive; MmCpn inh: 1%; Abeta rescue: 7%; Nrf2 block: -4%; Nrf2 activator: 1.7%; CCT modulator: 0.2; HepG2 viability: -20%; A549 viability: -4%

How did CC(=O)c1ccccc1OCCOc1ccccc1C(C)=O do in these assays?
TGFb inhibitor: 7%; pAkt inh: inactive; MmCpn inh: -4%; Abeta rescue: 6%; Nrf2 block: -7%; Nrf2 activator: -0.7%; CCT modulator: -0.6; HepG2 viability: 4%; A549 viability: 1%

What do the screens show for `COC(=O)C=CSC(=S)C1CCCC1=N` (stereo not given)?
TGFb inhibitor: -13%; pAkt inh: inactive; Abeta rescue: -8%; Nrf2 activator: inconclusive; CCT modulator: -0.3; HepG2 viability: -21%

What do the screens show for `CC(=O)N1CC(C)Sc2ccc(S(=O)(=O)N3CCCCC3)cc21` (stereo not given)?
TGFb inhibitor: -14%; pAkt inh: inactive; MmCpn inh: 1%; Abeta rescue: -4%; Nrf2 block: -21%; Nrf2 activator: -0.2%; CCT modulator: 0.8; HepG2 viability: 0%; A549 viability: inconclusive

Results for CC(Sc1nnc(Cn2c(=O)sc3ccccc32)n1C)c1ccccc1 (stereo not given) ?
TGFb inhibitor: -2%; pAkt inh: inactive; MmCpn inh: 1%; Abeta rescue: -3%; Nrf2 block: 3%; Nrf2 activator: 6.1%; CCT modulator: -1.2; HepG2 viability: -79%; A549 viability: 0%

Results for O=C(Nc1ccccc1C(=O)NCc1ccccc1)c1ccccc1Br ?
TGFb inhibitor: -9%; pAkt inh: inactive; MmCpn inh: -22%; Abeta rescue: -5%; Nrf2 block: -6%; Nrf2 activator: -0.6%; CCT modulator: -0.7; HepG2 viability: -28%; A549 viability: -2%

What do the screens show for `COC(=O)c1ccc(CNC(=O)c2ccc(OC)c(S(=O)(=O)NC3CC3)c2)cc1`?
TGFb inhibitor: -10%; pAkt inh: inactive; Abeta rescue: 1%; Nrf2 activator: -0.7%; CCT modulator: -0.8; HepG2 viability: -6%

Results for CCNC(=O)COc1cccc(C(=O)NCc2ccccc2)c1 ?
TGFb inhibitor: 2%; pAkt inh: inactive; MmCpn inh: -2%; Abeta rescue: 4%; Nrf2 block: 1%; Nrf2 activator: -0.3%; CCT modulator: -0.9; HepG2 viability: -15%; A549 viability: 9%

Results for Cc1ccc(C(C(=O)NC2CCCC2)N(C(=O)Cc2cccs2)c2ccc3c(c2)OCCO3)cc1 (stereo not given) ?
TGFb inhibitor: -14%; pAkt inh: inactive; MmCpn inh: 1%; Abeta rescue: -4%; Nrf2 block: inconclusive; Nrf2 activator: 2.1%; CCT modulator: -2.6; HepG2 viability: -1%; A549 viability: -17%

How did O=C(CN1C(=O)c2cccc3cccc(c23)C1=O)N1CCN(Cc2ccc3c(c2)OCO3)CC1 do in these assays?
TGFb inhibitor: -17%; pAkt inh: inactive; MmCpn inh: 3%; Abeta rescue: 10%; Nrf2 block: inconclusive; Nrf2 activator: 3.8%; CCT modulator: 0.7; HepG2 viability: -34%; A549 viability: -10%[1.84 µM]

How did CCN(C(=O)CCS(=O)(=O)c1ccc(Br)cc1)c1ccc2c(c1)OCO2 do in these assays?
TGFb inhibitor: -10%; pAkt inh: -108%*; MmCpn inh: 0%; Abeta rescue: inconclusive; Nrf2 block: -14%; Nrf2 activator: -0.6%; CCT modulator: -3.6; HepG2 viability: -10%; A549 viability: -5%

How did CCCS(=O)(=O)NCCc1sc2nc(-c3ccc(Cl)cc3)nn2c1C do in these assays?
TGFb inhibitor: inconclusive; Abeta rescue: -1%; Nrf2 activator: -0.9%; HepG2 viability: -38%; A549 viability: -14%

Results for COc1ccc(-n2c(SCCC(=O)O)nnc2-c2ccncc2)cc1 ?
TGFb inhibitor: -9%; pAkt inh: inactive; MmCpn inh: -1%; Abeta rescue: 0%[9.22 µM]; Nrf2 activator: -0.5%; CCT modulator: 0.2; HepG2 viability: -9%; A549 viability: 3%

What do the screens show for `CCCN(CC(=O)Nc1ccc(NC(C)=O)cc1)CC(=O)Nc1ccc(F)c(F)c1F`?
TGFb inhibitor: 27%; pAkt inh: inactive; MmCpn inh: -2%; Abeta rescue: 10%; Nrf2 block: -9%; Nrf2 activator: -0.6%; CCT modulator: 0.3; HepG2 viability: 7%; A549 viability: -16%

How did CCOc1ccc(N2C(=O)CC(n3nc(C)cc3C)C2=O)cc1 (stereo not given) do in these assays?
TGFb inhibitor: 4%; pAkt inh: inactive; MmCpn inh: 1%; Abeta rescue: -8%; Nrf2 block: 4%; Nrf2 activator: -0.7%; CCT modulator: -8.2; HepG2 viability: -19%; A549 viability: 2%

Pulled by compound from the list above, 2 records:
How did CC1Cc2ccccc2N1C(=O)Cn1c(=O)oc2cc(S(=O)(=O)NC3CCCC3)ccc21 (stereo not given) do in these assays?
TGFb inhibitor: -19%; pAkt inh: inactive; MmCpn inh: 0%; Abeta rescue: 1%; Nrf2 block: inconclusive; Nrf2 activator: 3.7%; CCT modulator: 0.8; HepG2 viability: -15%; A549 viability: -2%

How did CSc1cccc(NC(=O)C2CCN(S(=O)(=O)c3cnc[nH]3)CC2)c1 do in these assays?
TGFb inhibitor: -18%; pAkt inh: inactive; MmCpn inh: 0%; Abeta rescue: 3%; Nrf2 block: -20%; Nrf2 activator: -0.4%; CCT modulator: -1.5; HepG2 viability: -4%; A549 viability: -6%

Screening results deposited in PubChem by National Center for Advancing Translational Sciences (NCATS).
